# V1aR counter = activates human V1a receptor in oxytocin agonist counter-screen | actives 0.25% (n = 320,000) | activation, % at 3 µM | P37288 | CHO-V1R cells, Fluo-8 calcium fluorescence, agonist mode; 0% DMSO, 100% 3 nM vasopressin | AID 2797;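 active = activation above the mean activation of all tested compounds plus 3 SD, per screening run, cut at about 20% in these data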;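 note: signal is peak over basal fluorescence ratio across a 100 second FLIPR read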
# Target sequence (P37288 whole entry, looked up): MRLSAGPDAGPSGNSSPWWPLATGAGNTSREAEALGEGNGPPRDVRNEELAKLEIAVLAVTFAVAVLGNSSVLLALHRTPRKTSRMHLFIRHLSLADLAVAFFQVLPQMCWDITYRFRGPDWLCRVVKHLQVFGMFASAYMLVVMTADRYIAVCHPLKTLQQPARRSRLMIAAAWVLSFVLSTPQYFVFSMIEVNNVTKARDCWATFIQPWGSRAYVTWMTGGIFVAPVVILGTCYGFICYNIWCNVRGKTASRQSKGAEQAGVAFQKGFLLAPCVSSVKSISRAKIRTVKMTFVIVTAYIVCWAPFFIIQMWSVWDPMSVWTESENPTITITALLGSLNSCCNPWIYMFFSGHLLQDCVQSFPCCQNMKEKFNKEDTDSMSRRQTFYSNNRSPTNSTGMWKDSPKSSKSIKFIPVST
# CHO-K1 Ca PAM = M1 PAM counterscreen hit in parental CHO-K1 cells; activation, % at 3 µM; actives 0.02% (n = 360,000); ATP EC20, Fluo-8 calcium fluorescence; 0% at ATP EC20, 100% at ATP max;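 active = activation above the run cutoff, the mean activation of all test compounds plus 3 SD, cut at about 40% in these data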;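 note: peak over basal fluorescence ratio in a 140 s read after ATP addition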
# M1 ag parental = nonselective activator or artifact in parental CHO-K1 cells | Fluo-8 calcium fluorescence; scaled to maximal ATP response, vehicle zero | activation, % at 3 µM | actives 0.48% (n = 360,000); in the data active = activation above about 15%;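 note: untransfected CHO-K1 host cells lacking M1 receptor as counterscreen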
# TAAR1 antagonist = antagonists of human TAAR1; actives 1.5% (n = 360,000); inhibition, % at 3 µM; AID 624466; CHO RD-HGA16 TAAR1, Fluo-8 calcium fluorescence, antagonist; Q96RJ0;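 active = inhibition above a per-plate cutoff, the mean inhibition of test compounds on that plate plus 3 SD, cut at about 49% in these data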;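 note: 0% = DMSO plus EC80 beta-PEA response and 100% = DMSO alone without agonist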
# Target sequence (Q96RJ0 whole entry, looked up): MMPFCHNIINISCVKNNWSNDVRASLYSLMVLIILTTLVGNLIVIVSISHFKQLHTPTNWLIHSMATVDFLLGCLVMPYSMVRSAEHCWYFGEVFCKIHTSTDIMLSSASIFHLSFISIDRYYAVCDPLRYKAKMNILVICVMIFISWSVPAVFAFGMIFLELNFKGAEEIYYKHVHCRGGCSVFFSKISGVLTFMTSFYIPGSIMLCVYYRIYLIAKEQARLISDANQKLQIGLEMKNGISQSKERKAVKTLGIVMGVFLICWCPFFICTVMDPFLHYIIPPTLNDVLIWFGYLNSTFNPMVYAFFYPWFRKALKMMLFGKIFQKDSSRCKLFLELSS
#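 Test system: hTAAR1-expressing CHO RD-HGA16 cells, Gα16-coupled; Probe or stimulus: EC80 β-phenethylamine stimulus; Compound dosing: single nominal final test compound concentration of 3 µM; Timing: 140 s kinetic read after compound, 140 s after agonist; Signal: Fluo-8 calcium-sensitive fluorescence; Measure: % inhibition of agonist calcium response; Controls: DMSO and EC80 PEA controls.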
# GPR7 antagonist = blocks human GPR7 receptor signaling; P48145; GPR7-expressing cells, fluorescence antagonist assay; inhibition, % at 4.4 µM; actives 1.1% (n = 290,000); AID 1861; in the data active = inhibition above about 16%, passing the limit was not always enough;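 note: cells stimulated with the agonist NPW; 0% = agonist with vehicle and 100% = vehicle without agonist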
# Target sequence (P48145 whole entry, looked up): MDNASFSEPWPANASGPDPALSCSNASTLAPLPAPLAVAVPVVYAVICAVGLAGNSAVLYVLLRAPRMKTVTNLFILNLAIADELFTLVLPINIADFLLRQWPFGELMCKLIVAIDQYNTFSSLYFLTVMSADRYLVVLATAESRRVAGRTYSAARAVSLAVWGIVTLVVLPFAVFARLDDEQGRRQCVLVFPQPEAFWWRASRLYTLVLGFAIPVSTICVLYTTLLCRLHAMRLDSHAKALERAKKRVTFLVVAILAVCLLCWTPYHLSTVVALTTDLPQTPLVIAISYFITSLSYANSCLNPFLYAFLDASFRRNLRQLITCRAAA
# OXTR potentiate = potentiates the human oxytocin receptor response; P30559; CHO-OTR cells, Fluo-8 calcium fluorescence, potentiator mode; 0% = oxytocin EC15, 100% = EC100; activation, % at 3 µM; actives 0.061% (n = 320,000);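 active = activation above that plate's cutoff, the mean activation of tested compounds plus 3 SD, cut at about 6.6% in these data, passing the limit was not always enough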;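 note: 100% uses oxytocin at 75 nM as the full agonist control; some results filed as inactive read as strong as hits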
#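 assay system = CHO-OTR cells, human receptor | schedule = compound 6 min at room temperature before oxytocin, 100 s read | detection = Fluo-8 intracellular calcium fluorescence, ex 470-495, em 515-575 nm | evaluation = normalized max/min fluorescence ratio, % activation | control set = EC15 oxytocin alone as 0%, 75 nM oxytocin (EC100) as 100%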
# CHO-K1 Ca antag = M1 antagonist counterscreen hit in parental CHO-K1 cells; ATP-induced calcium, Fluo-8 fluorescence; inhibition, % at 3 µM; actives 0.6% (n = 360,000); AID 602250;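 active = inhibition above a per-plate cutoff, the plate's mean sample inhibition plus 3 SD, cut at about 24% in these data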;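 note: 0% = DMSO plus EC80 ATP and 100% = DMSO alone without ATP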
# OXTR agonist = agonists of human oxytocin receptor | P30559 | CHO-OTR cells, Fluo-8 calcium fluorescence; normalized: DMSO 0%, oxytocin 100% | activation, % at 3 µM | actives 0.32% (n = 320,000) | AID 2435;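 active = activation above the mean of all tested compounds plus 3 SD, cutoff set per screening run, cut at about 20% in these data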;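 note: peak over basal fluorescence ratio from a 100 s FLIPR kinetic read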
# CHO parental Ca = counter-screen: ATP calcium response change in parental CHO cells; parental CHO-K1, ATP-induced calcium, Fluo-8 fluorescence; inhibition, % at 5.6 µM; actives 0.63% (n = 330,000); AID 463079;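 active = inhibition above that plate's mean sample inhibition plus 3 SD, cut at about 26% in these data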;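 note: 0% = ATP-challenged DMSO wells and 100% = DMSO wells without ATP; some compounds past the cut are filed as inactive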
#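 test system = CHO parental line | reagent = ATP stimulus | measured by = intracellular calcium via Fluo-8 no-wash fluorescent dye | control set = ATP and no-ATP DMSO wells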
# * = called active by the depositor; . = not tested or not shown.
SMILES,V1aR counter,CHO-K1 Ca PAM,M1 ag parental,TAAR1 antagonist,GPR7 antagonist,OXTR potentiate,CHO-K1 Ca antag,OXTR agonist,CHO parental Ca
COc1ccc(OC)c(NC(=O)c2cc(-c3cc(F)ccc3OCC3CCCO3)n[nH]2)c1 (stereo not drawn),.,8,2.0,41,.,.,11,.,.
CCCC[n+]1c(C)sc2ccc(C)cc21,-0.5,2,-0.7,-9,14,0,-2,-1.9,4
COc1cc(C2Nc3ccc4ncccc4c3C3=C2C(=O)CC(C)(C)C3)cc(OC)c1O (stereo not drawn),0.2,19,0.9,6,-7,0,-9,-0.5,-14
O=C(CS(=O)(=O)c1ccccc1)NCc1ccc(Cl)cc1,1.0,-21,-0.1,-19,6,-3,4,-1.2,-6
Cc1cc(C)c2cc(CN(Cc3ccco3)C(=O)NCc3ccccc3)c(=O)[nH]c2c1,-1.5,-6,-0.3,-19,8,-1,12,-2.7,-39
O=S(=O)(c1ccc(F)cc1)N1CCN(S(=O)(=O)c2ccc3c(c2)OCCO3)CC1,1.9,6,0.6,18,.,-4,-9,0.3,16
COc1cccc(C(O)c2ncc(-c3ccccc3Cl)[nH]2)c1 (stereo not drawn),.,12,0.7,-8,.,.,1,.,.
Clc1ccc(-c2nnc3n2-c2ccccc2SC3)cc1,-0.2,13,0.2,-3,-8,2,-8,-3.6,-4
O=[N+]([O-])c1ccc(Nc2ccc(F)cc2)nc1,-0.7,1,1.5,-11,3,-6,-2,-1.8,1
COC(=O)CC(=O)N1CCN(c2ccc(Cl)c(Cl)c2)CC1,13,12,8.9,19,8,-32,-1,16,16
COC(=O)c1cc(NC(=O)C23CCC(C)(C(=O)O2)C3(C)C)cc(C(=O)OC)c1 (stereo not drawn),1.3,16,-0.1,9,11,-9,-4,-0.6,18
Cc1cccc2cc(/C=N/NC(=O)c3ccncc3)c(Cl)nc12,-0.5,-2,1.7,23,0,-1,2,-2.2,-34
CCN(C[C@H]1N[C@@](Cc2ccccc2)(C(=O)OC)[C@H]2C(=O)N(Cc3ccccc3)C(=O)[C@@H]12)S(=O)(=O)c1ccc(F)cc1,2.3,16,2.4,0,.,-7,-6,0.8,-14
O=C(Nc1nc(-c2ccc([N+](=O)[O-])cc2)cs1)c1c(F)cccc1F,0.4,5,0.7,23,-13,-4,-8,-2.5,-10
CC1CCCC(NC(=O)COC(=O)COc2ccc(Cl)cc2)C1C (stereo not drawn),-0.7,10,-0.1,22,-3,-1,-8,-0.4,-4
O=C(O)c1ccccc1-c1ccccc1C(=O)Nc1ccc2c(c1)[nH]c(=O)c1ccccc12,0.7,12,-0.3,2,-1,-21,-4,-0.4,-7
CCN(CC(=O)Nc1ccc(NC(C)=O)cc1)C(=O)/C=C/c1ccc(S(=O)(=O)N2CCCCCC2)cc1,1.3,-10,0.6,-8,-6,-5,-2,-0.3,-6
O=C(c1ccccc1)c1ccc(C(=O)N2CCN(c3ccc(F)cc3)CC2)o1,1.0,-2,1.2,19,-4,-4,-6,-2.0,-17
O=C(N/C(=C/c1cccc([N+](=O)[O-])c1)C(=O)N1CCCC1)c1ccccc1,3.0,-7,1.2,4,-16,-12,-12,0.2,-5
CON(C)C(=O)CCC1CCCN1C(=O)OC(C)(C)C (stereo not drawn),1.1,-8,0.0,.,.,-1,-1,0.2,-17
CC(=O)N1C[C@H]2CON(C)[C@H]2C[C@H]1c1ccc(-c2ccccc2)cc1,.,18,0.9,-5,.,.,-9,.,.
O=C(c1cnccn1)N1CCc2c([nH]c3ccccc23)C1c1cccc(Cl)c1 (stereo not drawn),-0.2,12,0.4,9,3,-10,2,-1.6,-12
OC[C@@H]1CN(Cc2ccccc2)C[C@H](n2cnc3c(Nc4ccccc4)ncnc32)O1,.,9,4.0,7,.,.,7,.,.
CC1(C)Cc2[nH]c(=S)c(C#N)cc2CO1,0.7,-3,-0.1,-4,21,-10,0,0.8,-12

# Given with values under each structure: part of the list above
# Results follow in this order: V1aR counter	CHO-K1 Ca PAM	M1 ag parental	TAAR1 antagonist	GPR7 antagonist	OXTR potentiate	CHO-K1 Ca antag	OXTR agonist	CHO parental Ca
- CCN(C[C@H]1N[C@@](Cc2ccccc2)(C(=O)OC)[C@H]2C(=O)N(Cc3ccccc3)C(=O)[C@@H]12)S(=O)(=O)c1ccc(F)cc1
→ 2.3	16	2.4	0	.	-7	-6	0.8	-14
- O=[N+]([O-])c1ccc(Nc2ccc(F)cc2)nc1
→ -0.7	1	1.5	-11	3	-6	-2	-1.8	1
- CC1CCCC(NC(=O)COC(=O)COc2ccc(Cl)cc2)C1C (stereo not drawn)
→ -0.7	10	-0.1	22	-3	-1	-8	-0.4	-4
- O=C(c1cnccn1)N1CCc2c([nH]c3ccccc23)C1c1cccc(Cl)c1 (stereo not drawn)
→ -0.2	12	0.4	9	3	-10	2	-1.6	-12
- COc1cc(C2Nc3ccc4ncccc4c3C3=C2C(=O)CC(C)(C)C3)cc(OC)c1O (stereo not drawn)
→ 0.2	19	0.9	6	-7	0	-9	-0.5	-14

# Going on with the list:
SMILES,V1aR counter,CHO-K1 Ca PAM,M1 ag parental,TAAR1 antagonist,GPR7 antagonist,OXTR potentiate,CHO-K1 Ca antag,OXTR agonist,CHO parental Ca
COc1cc(/C=N/NC(N)=O)cc(Br)c1OCc1ccc(C)cc1,-0.3,0,13,-7,-22,-16,-2,0.4,-2
COc1cccc(CCOC(=O)c2c(-c3ccsc3)oc3c2C(OC(C)=O)CCC3)c1 (stereo not drawn),.,0,1.4,28,.,.,-5,.,.
CCc1ccc2[nH]c(=O)c(CN(CCCN3CCOCC3)C(=O)Nc3ccccc3)cc2c1,1.2,10,2.3,22,10,-3,-12,-0.9,-19
CCOc1cc(C(c2c(C)[nH][nH]c2=O)c2c(C)[nH][nH]c2=O)ccc1OC(=O)c1cccc([N+](=O)[O-])c1,-0.3,10,1.2,-1,-11,-1,-5,1.5,-7
N#Cc1ccccc1NC(=O)Nc1cccs1,-0.1,0,0.2,18,-7,2,-3,0.9,8
O=C(N/N=C/c1ccco1)c1cc(-c2cccc3ccccc23)n[nH]1,0.7,0,0.8,9,13,-16,-4,-1.3,-14
Brc1cc(/C=N/n2cnnc2)oc1Br,0.0,12,0.0,6,0,-4,-1,0.0,0
C[C@H](CO)N1C[C@H](C)[C@@H](CN(C)C(=O)Nc2ccccc2)Oc2ccc(NC(=O)Cc3ccccc3)cc2C1=O,1.6,19,0.5,5,.,-3,-19,1.2,-2
O=C(/C=C/c1ccc(Cl)cc1)NCCc1ccccc1,-0.2,16,2.0,4,3,-1,-6,2.4,-14
CCOc1ccc(-c2noc(=O)[nH]2)cc1,0.9,16,0.2,8,-7,-1,-1,0.6,-1
O=C(N/N=C/c1ccc(Cl)cc1)C1CC12CCC2 (stereo not drawn),0.2,23,0.9,4,0,1,-27,-2.2,1
C#CCOCCOCCOCCNc1nc(N2CCN(C(=O)CCCCCCCCCCNC(=O)[C@H](CO)n3cc(CCCSC)nn3)CC2)nc(N2CCN(C(=O)CCCCCCCCCCNC(=O)[C@H](CCCCN)n3cc(CCO)nn3)CC2)n1,12,-16,-0.7,-1,.,2,13,4.7,-25
O=C(CN(Cc1ccc(Br)cc1)S(=O)(=O)c1ccccc1)NCc1ccccn1,0.4,8,1.6,-15,-8,-12,-2,-0.4,-15
Cn1c(Cc2cccc3ccccc23)nnc1SCc1ccc([N+](=O)[O-])cc1,-0.4,20,0.5,0,29*,0,-11,-0.7,-9
COCCOC(=O)c1[nH]c2c(c1C)C(=O)CC(c1cc(OC)c(OC)c(OC)c1)C2 (stereo not drawn),3.0,-5,5.4,24,-5,-10,4,0.6,1
CCCCCCCCN1C(=O)[C@H](CC(=O)NCC2CCCCC2)C[C@@]2(C(=O)OC)CCCCC=C12,.,7,-0.1,-2,.,.,-19,.,.
O=C1CC(NS(=O)(=O)c2cccnc2)CN1c1ccccc1 (stereo not drawn),0.4,9,0.5,-21,.,0,-5,0.2,-7
COc1ccc(N2CCN(C(c3ccccc3OC)c3nnnn3Cc3ccco3)CC2)cc1 (stereo not drawn),-1.3,-2,0.7,26,9,0,3,-1.2,-10
COc1ccccc1N1CC(C(=O)OCc2nc(N)nc(Nc3ccccc3)n2)CC1=O (stereo not drawn),0.7,-14,1.1,7,.,2,-8,-1.2,-11
CC(C)(C)NC(=O)COc1ccc2oc3c(c2c1)CCCC3,2.4,16,1.7,2,0,-8,-3,-1.8,-18
C=CCNCCCOc1ccc(C(C)(C)c2ccccc2)cc1,5.7,21,3.6,-6,-4,-4,-1,9.4,-5
O=C(COc1ccccc1)Nc1ccc(-c2nnc(-c3ccco3)o2)cc1,1.0,17,1.4,-7,-14,-9,-13,-0.2,0
CN(Cc1ccccc1)C(=O)COC(=O)/C=C/c1ccc2c(c1)OCO2,2.4,-19,1.2,-7,.,-4,-3,2.4,-7
CCOc1ccccc1C=NNC(=O)CCCCC(=O)NN=Cc1ccccc1OCC,.,-10,-0.1,-3,.,.,0,.,.
Cn1c(=O)n(C)c2cc(S(=O)(=O)Nc3cc(Cl)ccc3O)ccc21,3.8,16,2.9,2,0,-22,0,5.4,2
COc1cccc(C(=O)NC2CCCc3ccccc32)c1 (stereo not drawn),0.9,17,-0.1,-12,3,-9,-2,-2.2,-21
Cc1noc(C)c1C(=O)OCC(=O)NC1CCCCC1C (stereo not drawn),.,-29,-0.2,-5,.,.,22,.,.
COC(=O)c1ccc(CO/N=C2\CCCc3nonc32)cc1,1.6,16,0.7,2,-14,-9,-5,-1.1,-18
Cc1ccc(S(=O)(=O)N2CCC(C(=O)N3CCN(c4ccccn4)CC3)CC2)cc1C,.,4,3.1,5,.,.,-10,.,.
CC1(C)CC(=O)C(C(O)c2cccc([N+](=O)[O-])c2)C(C)(C)N1 (stereo not drawn),0.3,-12,-0.3,0,-10,-4,-4,-0.3,-3
O=C(O)CCc1ccc(-c2cccs2)n1NC(=O)c1ccc(Cl)cc1Cl,0.3,18,0.0,-7,-5,3,-6,-1.1,-5
COc1cc(C(=O)NNC(=O)c2ccc(F)cc2)ccc1OCC(=O)N1CCOCC1,0.1,-9,0.0,11,.,1,10,0.1,2
N#CCCCN1C(=O)C(=C(C#N)C#N)c2ccccc21,1.6,17,4.7,6,-6,2,-5,0.7,3
CC(C)CCn1nnnc1C(c1ccccc1F)N1CCC(C(N)=O)CC1 (stereo not drawn),0.3,6,-0.2,-5,-3,-15,-4,-1.2,-8
Cc1ccc(C)c(C(C)NC(=S)NCc2ccc(F)cc2)c1 (stereo not drawn),24*,7,17*,-3,22,-18,-9,16,67*
COc1ccc(C2NN=C(c3c[nH]c4ccccc34)C2O)cc1 (stereo not drawn),1.2,9,3.9,0,18,-11,0,0.1,4
CN1CCN(CC(=O)Nc2ccc(Oc3ccccc3)cc2)CC1,0.7,-3,0.5,7,2,-6,8,3.1,-2
COc1cccc(NC(=O)CN(C)S(=O)(=O)/C=C/c2ccccc2)c1,-0.2,-2,1.9,20,.,-5,-12,0.3,-21

# Source: PubChem BioAssay
